# Screens as filed in PubChem.
# TcdB GH inh – blocks C. difficile toxin B glycohydrolase activity. P18177. TcdB glycohydrolase enzymatic assay, plate reader. inhibition, % at 9.99 µM. hit rate 0.24% among 350,000; in the data active = inhibition above about 10%
# Target sequence (P18177 whole entry, looked up): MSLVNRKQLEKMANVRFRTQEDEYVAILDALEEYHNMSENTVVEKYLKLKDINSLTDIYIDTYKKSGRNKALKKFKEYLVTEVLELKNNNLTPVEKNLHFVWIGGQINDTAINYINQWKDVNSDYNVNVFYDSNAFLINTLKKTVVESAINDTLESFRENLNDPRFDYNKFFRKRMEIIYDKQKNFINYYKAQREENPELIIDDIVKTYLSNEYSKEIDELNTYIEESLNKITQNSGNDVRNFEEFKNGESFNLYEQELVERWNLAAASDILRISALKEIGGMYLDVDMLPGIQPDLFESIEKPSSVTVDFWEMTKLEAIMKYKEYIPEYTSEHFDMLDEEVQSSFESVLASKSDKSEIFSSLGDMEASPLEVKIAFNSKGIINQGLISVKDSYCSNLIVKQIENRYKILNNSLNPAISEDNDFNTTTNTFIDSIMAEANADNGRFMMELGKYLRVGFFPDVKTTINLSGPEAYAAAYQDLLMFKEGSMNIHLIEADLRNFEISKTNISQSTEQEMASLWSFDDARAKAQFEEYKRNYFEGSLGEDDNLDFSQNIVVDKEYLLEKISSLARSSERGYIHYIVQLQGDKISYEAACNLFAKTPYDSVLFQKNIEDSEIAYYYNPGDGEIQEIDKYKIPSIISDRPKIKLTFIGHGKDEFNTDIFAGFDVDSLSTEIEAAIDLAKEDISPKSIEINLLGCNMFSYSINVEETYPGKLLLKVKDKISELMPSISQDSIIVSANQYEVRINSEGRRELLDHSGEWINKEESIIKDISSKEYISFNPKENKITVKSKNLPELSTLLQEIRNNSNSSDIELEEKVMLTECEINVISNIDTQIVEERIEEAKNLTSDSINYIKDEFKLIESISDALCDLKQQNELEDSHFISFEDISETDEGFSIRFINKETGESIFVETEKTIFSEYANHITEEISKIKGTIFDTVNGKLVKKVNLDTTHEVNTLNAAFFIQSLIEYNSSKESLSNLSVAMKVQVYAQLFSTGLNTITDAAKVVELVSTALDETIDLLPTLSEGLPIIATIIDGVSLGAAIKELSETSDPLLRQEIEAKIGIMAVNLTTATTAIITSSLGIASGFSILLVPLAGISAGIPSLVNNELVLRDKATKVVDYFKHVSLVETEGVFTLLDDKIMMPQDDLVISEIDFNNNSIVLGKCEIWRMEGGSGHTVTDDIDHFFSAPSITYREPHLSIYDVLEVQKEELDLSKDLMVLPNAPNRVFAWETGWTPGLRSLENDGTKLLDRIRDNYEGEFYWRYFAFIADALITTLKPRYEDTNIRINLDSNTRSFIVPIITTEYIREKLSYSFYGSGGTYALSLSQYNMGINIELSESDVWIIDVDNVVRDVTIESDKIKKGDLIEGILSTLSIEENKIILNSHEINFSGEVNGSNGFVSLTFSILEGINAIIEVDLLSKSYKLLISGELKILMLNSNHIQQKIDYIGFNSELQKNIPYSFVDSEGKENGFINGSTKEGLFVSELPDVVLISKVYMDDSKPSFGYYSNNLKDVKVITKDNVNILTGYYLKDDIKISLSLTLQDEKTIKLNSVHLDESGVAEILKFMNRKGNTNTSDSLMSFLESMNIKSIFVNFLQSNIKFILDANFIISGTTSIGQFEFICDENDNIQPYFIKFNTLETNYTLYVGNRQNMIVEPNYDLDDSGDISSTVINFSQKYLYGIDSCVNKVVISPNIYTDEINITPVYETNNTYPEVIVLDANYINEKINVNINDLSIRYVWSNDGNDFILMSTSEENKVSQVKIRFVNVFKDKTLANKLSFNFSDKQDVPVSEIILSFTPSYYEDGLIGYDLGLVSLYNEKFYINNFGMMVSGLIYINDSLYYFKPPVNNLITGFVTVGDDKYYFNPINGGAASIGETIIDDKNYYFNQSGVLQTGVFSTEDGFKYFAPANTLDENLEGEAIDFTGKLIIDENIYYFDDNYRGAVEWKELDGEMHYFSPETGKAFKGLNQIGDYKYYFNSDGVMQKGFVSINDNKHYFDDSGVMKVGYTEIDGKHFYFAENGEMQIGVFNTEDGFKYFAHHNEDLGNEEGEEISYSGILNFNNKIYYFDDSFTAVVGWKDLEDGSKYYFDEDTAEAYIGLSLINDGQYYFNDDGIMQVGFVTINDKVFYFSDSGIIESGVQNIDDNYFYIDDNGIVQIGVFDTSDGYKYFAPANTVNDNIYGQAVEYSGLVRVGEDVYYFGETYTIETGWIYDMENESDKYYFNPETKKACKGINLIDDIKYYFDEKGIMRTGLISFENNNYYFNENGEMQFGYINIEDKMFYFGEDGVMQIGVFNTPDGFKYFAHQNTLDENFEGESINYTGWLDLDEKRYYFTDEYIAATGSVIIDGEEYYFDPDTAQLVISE
# An asterisk follows results filed as active; & = joins results of further samples. A portion of the library (hit frequency here may not be typical).
SMILES,TcdB GH inh
C[C@@H]1CCCCO[C@H](CN(C)C(=O)NC2CCCCC2)[C@@H](C)CN([C@H](C)CO)C(=O)c2cc(NS(=O)(=O)c3ccc(Cl)cc3)ccc2O1,0.9
C[C@@H]1CN([C@@H](C)CO)C(=O)c2cc(NS(=O)(=O)c3cccs3)ccc2O[C@@H]1CN(C)Cc1ccc(C(=O)O)cc1,0.4
CCS(=O)(=O)Nc1ccc2c(c1)C(=O)N(C)[C@@H]1CC[C@H](CC(=O)NCc3ccccc3F)O[C@@H]1CO2,0.0
Cc1noc(C)c1NC(=O)Nc1ccc2c(c1)CC(=O)N([C@H](C)CO)C[C@H](C)[C@@H](CN(C)Cc1ccc(C(=O)Nc3ccccc3N)cc1)O2,-0.6
CO[C@H]1CN(C)C(=O)c2cc(NC(=O)c3ccc(F)cc3)ccc2OC[C@@H](C)N(C(=O)c2ccc(F)cc2)C[C@@H]1C,-0.7
C[C@@H]1CN([C@H](C)CO)C(=O)c2cc(NC(=O)CCN3CCOCC3)ccc2O[C@@H]1CN(C)Cc1ccc(C(=O)O)cc1,0.0
C[C@@H]1CN([C@@H](C)CO)C(=O)Cc2cc(NC(=O)Cn3cnnn3)ccc2O[C@H]1CN(C)C(=O)Nc1ccc(C(F)(F)F)cc1,-16
COc1ccc(NC(=O)Nc2ccc3c(c2)C(=O)N([C@@H](C)CO)C[C@@H](C)[C@@H](CN(C)S(=O)(=O)c2ccc(C)cc2)O3)cc1,0.6
C[C@H]1CN([C@@H](C)CO)C(=O)c2cc(NC(=O)C3CCCCC3)ccc2O[C@H]1CN(C)Cc1ccc(Cl)c(Cl)c1,-0.1
CC(=O)N(C)C[C@@H]1Oc2cc(Br)ccc2S(=O)(=O)N([C@H](C)CO)C[C@H]1C,-0.2
CCNC(=O)C[C@@H]1CC[C@H]2[C@@H](COc3ccc(NC(=O)Nc4ccccc4C)cc3C(=O)N2C)O1,-1.1
CN(C)CC(=O)N1[C@@H](C#N)[C@H](c2ccc(C#CC3CCCCC3)cc2)[C@@H]1CO,-1.3
CC(C)NC(=O)N[C@H]1C=C[C@H](CC(=O)NC2Cc3ccccc3C2)O[C@H]1CO,-2.7
O=C([C@@H]1[C@@H](CO)[C@@H]2Cn3c(ccc(-c4ccncc4)c3=O)[C@H]1N2Cc1cccnc1)N1CCOCC1,0.6
COc1ccccc1C#Cc1ccc2c(c1)[C@@H]1[C@@H](CCN1C(=O)Cc1ccccc1)[C@H](CO)N2,-0.7
CCCNC(=O)N[C@@H]1CC[C@@H](CCNS(=O)(=O)c2cccc(F)c2)O[C@H]1CO,-1.5
CC(C)CC#Cc1cnc2c(c1)C(=O)N([C@H](C)CO)C[C@H](C)[C@@H](CN(C)S(C)(=O)=O)O2,0.0
C[C@H](NC(=O)N(C)C[C@H]1OCc2ccccc2-c2c(n(C)c3ccccc23)C(=O)N([C@@H](C)CO)C[C@H]1C)c1ccccc1,-0.4
COc1ccc(CN(C)C[C@H]2Oc3ccc(NC(=O)c4ccncc4)cc3CC(=O)N([C@H](C)CO)C[C@@H]2C)cc1,0.8
COc1cccc(CN2CC3(CCN(C)CC3)c3c(n(C)c4cc(OC)ccc34)[C@@H]2CO)c1,-3.1
C[C@@H]1CN([C@@H](C)CO)S(=O)(=O)c2ccc(-c3ccc(C#N)cc3)cc2O[C@@H]1CN(C)Cc1cccc(F)c1,2.2
COc1ccc(S(=O)(=O)N(C)C[C@H]2Oc3c(NC(=O)c4cnccn4)cccc3C(=O)N([C@@H](C)CO)C[C@@H]2C)cc1,0.5
CCS(=O)(=O)Nc1ccc2c(c1)C(=O)N(C)C[C@H](OC)[C@@H](C)CN(C(C)=O)[C@@H](C)CO2,-0.9
CO[C@@H]1CN(C)C(=O)c2ccc(NC(=O)NC(C)C)cc2OC[C@@H](C)N(Cc2ccccn2)C[C@@H]1C,-1.0
C[C@@H]1CN([C@@H](C)CO)C(=O)c2cccc(NC(=O)c3ccncc3)c2O[C@@H]1CN(C)Cc1ccc2c(c1)OCO2,-1.9
CNC[C@H]1OCCCC[C@@H](C)Oc2ccc(NC(=O)CCCN(C)C)cc2C(=O)N([C@H](C)CO)C[C@@H]1C,-0.3
Fc1ccc(CN2[C@@H]3CNC[C@H]2C3c2ccc(-c3ccncc3)cc2)cc1 (stereo partly specified),-0.2&-0.7
CO[C@@H]1CN(C)C(=O)c2ccc(NS(=O)(=O)c3ccccc3Cl)cc2OC[C@@H](C)NC[C@@H]1C,-0.1
CC(=O)Nc1ccc2c(c1)C(=O)N(C)[C@@H]1CC[C@@H](CC(=O)NCc3ccc(Cl)cc3)O[C@H]1CO2,-0.6
CC(C)NC(=O)N(C)C[C@H]1OCCCC[C@@H](C)Oc2ccc(NC(=O)Nc3ccccc3)cc2C(=O)N([C@@H](C)CO)C[C@H]1C,0.3
COCC#Cc1ccc2c(c1)O[C@H](CN(C)C(=O)CN(C)C)[C@H](C)CN([C@H](C)CO)S2(=O)=O,0.1
C[C@H](NC(=O)[C@@H]1[C@@H](CO)[C@@H]2Cn3c(ccc(C4=CCCC4)c3=O)[C@@H]2N1C)c1ccccc1,0.4
Cc1noc(C)c1S(=O)(=O)Nc1ccc2c(c1)C(=O)N([C@H](C)CO)C[C@H](C)[C@H](CN(C)C(=O)Nc1ccc(C(F)(F)F)cc1)O2,2.0
COC(=O)C[C@H]1C=C[C@H](NC(=O)c2ccccc2)[C@H](CO)O1,0.6
COCC#Cc1ccc([C@@H]2[C@@H](CO)N3CCCCN(S(=O)(=O)c4ccccc4F)C[C@H]23)cc1,0.1
C[C@@H]1CCCCO[C@@H](CN(C)S(=O)(=O)c2ccc(Cl)cc2)[C@H](C)CN([C@H](C)CO)C(=O)c2cc(NC(=O)CCC(F)(F)F)ccc2O1,2.2
CC(C)C#Cc1ccc([C@@H]2[C@H](CO)N3C(=O)CN(C(=O)Cc4ccccc4)C[C@@H]23)cc1,0.2
COc1ccc2c3c([nH]c2c1)[C@H](CO)N(C(C)=O)CC31CN(C(=O)CN2CCOCC2)C1,-0.5
CC(C)CC#Cc1ccc2c(c1)O[C@H](CN(C)S(C)(=O)=O)[C@@H](C)CN([C@@H](C)CO)S2(=O)=O,2.0
CCCC(=O)Nc1ccc2c(c1)C(=O)N(C)[C@@H]1CC[C@H](CC(=O)NCc3ccccc3)O[C@@H]1CO2,-0.4
C[C@@H]1CN([C@@H](C)CO)C(=O)Cc2cc(NC(=O)Cc3ccccc3)ccc2O[C@H]1CN(C)Cc1ccc2c(c1)OCO2,-0.5
Cc1ccc(-c2ccc([C@@H]3[C@H]4CN(S(=O)(=O)c5cccc(C)c5)CCCCN4[C@H]3CO)cc2)cc1,-0.7
CC=Cc1ccc2n(c1=O)C[C@H]1[C@H](CO)[C@@H](C(=O)NCC3CCCCC3)[C@@H]2N1C(C)=O (mixture of isomers),-5.9
CC(C)N1C(=O)[C@@]2(Cc3ccccc31)c1ccccc1C(=O)N(Cc1ccccc1Cl)[C@H]2c1ccc(CO)cc1,-1.4
O=C(C[C@@H]1CC[C@H]2[C@@H](COC[C@@H](O)CN2S(=O)(=O)c2cccc(Cl)c2)O1)Nc1ccc(-c2ccccc2)cc1,-2.8
C[C@@H]1CN([C@@H](C)CO)C(=O)c2cc(NS(C)(=O)=O)ccc2O[C@@H]1CN(C)Cc1ccc(C(=O)O)cc1,0.2
Cc1noc(C)c1S(=O)(=O)Nc1ccc2c(c1)C(=O)N([C@@H](C)CO)C[C@@H](C)[C@H](CN(C)C)OCCCC[C@@H](C)O2,-2.6
CO[C@H]1CN(C)C(=O)c2ccc(NC(=O)NC(C)C)cc2OC[C@H](C)N(Cc2ccc(-c3ccccn3)cc2)C[C@@H]1C,0.0
C[C@@H]1CCCCO[C@@H](CN(C)S(=O)(=O)c2cccs2)[C@@H](C)CN([C@H](C)CO)C(=O)c2cc(NC(=O)C3CCCCC3)ccc2O1,0.4
COc1cccc(S(=O)(=O)Nc2ccc3c(c2)[C@H]2C[C@H](CC(=O)NCCc4ccccc4)O[C@H](CO)[C@H]2O3)c1,0.9

# Part of the list above in order of length of the SMILES, falling.
SMILES,TcdB GH inh
C[C@@H]1CCCCO[C@@H](CN(C)S(=O)(=O)c2cccs2)[C@@H](C)CN([C@H](C)CO)C(=O)c2cc(NC(=O)C3CCCCC3)ccc2O1,0.4
Cc1noc(C)c1S(=O)(=O)Nc1ccc2c(c1)C(=O)N([C@@H](C)CO)C[C@@H](C)[C@H](CN(C)C)OCCCC[C@@H](C)O2,-2.6
O=C(C[C@@H]1CC[C@H]2[C@@H](COC[C@@H](O)CN2S(=O)(=O)c2cccc(Cl)c2)O1)Nc1ccc(-c2ccccc2)cc1,-2.8
COc1cccc(S(=O)(=O)Nc2ccc3c(c2)[C@H]2C[C@H](CC(=O)NCCc4ccccc4)O[C@H](CO)[C@H]2O3)c1,0.9
C[C@@H]1CN([C@@H](C)CO)C(=O)c2cc(NS(C)(=O)=O)ccc2O[C@@H]1CN(C)Cc1ccc(C(=O)O)cc1,0.2
CC(C)CC#Cc1ccc2c(c1)O[C@H](CN(C)S(C)(=O)=O)[C@@H](C)CN([C@@H](C)CO)S2(=O)=O,2.0
Cc1ccc(-c2ccc([C@@H]3[C@H]4CN(S(=O)(=O)c5cccc(C)c5)CCCCN4[C@H]3CO)cc2)cc1,-0.7
CCCC(=O)Nc1ccc2c(c1)C(=O)N(C)[C@@H]1CC[C@H](CC(=O)NCc3ccccc3)O[C@@H]1CO2,-0.4
CC=Cc1ccc2n(c1=O)C[C@H]1[C@H](CO)[C@@H](C(=O)NCC3CCCCC3)[C@@H]2N1C(C)=O (mixture of isomers),-5.9
CC(C)C#Cc1ccc([C@@H]2[C@H](CO)N3C(=O)CN(C(=O)Cc4ccccc4)C[C@@H]23)cc1,0.2
COc1ccc2c3c([nH]c2c1)[C@H](CO)N(C(C)=O)CC31CN(C(=O)CN2CCOCC2)C1,-0.5

# Continuation.
SMILES,TcdB GH inh
Cc1ccccc1-c1ccc([C@H]2[C@H](CO)N3CCCCN(C(=O)CN4CCOCC4)C[C@@H]23)cc1,-0.8
COc1cccc(-c2ccc(C3[C@@H]4CN(Cc5cccc(F)c5)C[C@H]3N4)cc2)c1 (stereo partly specified),0.8&2.4
C[C@H](O)C#Cc1cnc2c(c1)C(=O)N([C@@H](C)CO)C[C@@H](C)[C@H](CN(C)Cc1cccc(F)c1)O2,-0.2
CN(C)C(=O)C[C@H]1C=C[C@@H](NC(=O)c2ccc(F)cc2)[C@@H](CO)O1,0.8
O=C(N[C@@H]1CC[C@H](CCNS(=O)(=O)c2ccccc2)O[C@H]1CO)c1cnccn1,-0.7
Cc1cc(C(=O)Nc2cccc3c2O[C@@H](CN(C)C(=O)Nc2c(C)noc2C)[C@@H](C)CN([C@@H](C)CO)C3=O)n(C)n1,-0.9
COc1ccc([Si](C)(C)[C@H]2[C@H](CCO)O[C@@]3(C(=O)N(Cc4cccc(NC(C)=O)c4)c4ccccc43)[C@@H]2C)cc1,-0.3
N#C[C@H]1[C@@H](c2ccc(C#CC3CCCCC3)cc2)[C@H](CO)N1C(=O)Cc1ccccn1,1.2
O=C(Cc1ccccn1)N1CC(=O)N2[C@H](C1)[C@H](c1ccc(C#CC3CCCCC3)cc1)[C@@H]2CO,0.1
C[C@H](CO)N1C[C@H](C)[C@H](CN(C)Cc2ccccn2)Oc2ncc(C#CCN(C)C)cc2C1=O,0.3
CC(C)NC(=O)N1C[C@@H]2[C@H](c3ccccc31)[C@H](CO)N2C(=O)C1CCCC1,0.8
COc1ccc(NC(=O)N(C)C[C@@H]2Oc3ccc(NC(=O)NC(C)C)cc3C(=O)N([C@H](C)CO)C[C@H]2C)cc1,0.5
COc1ccc(S(=O)(=O)N(C)C[C@@H]2Oc3ccc(NC(=O)C4CCCCC4)cc3C(=O)N([C@H](C)CO)C[C@@H]2C)cc1,0.4
Cc1ccc(S(=O)(=O)N(C)C[C@H]2OCc3ccccc3-c3c(n(C)c4ccccc34)C(=O)N([C@@H](C)CO)C[C@@H]2C)cc1,0.1
COc1ccc(NC(=O)Nc2ccc3c(c2)CC(=O)N([C@@H](C)CO)C[C@@H](C)[C@@H](CN(C)S(=O)(=O)c2c(C)noc2C)O3)cc1,3.2
C[C@H]1CN([C@@H](C)CO)C(=O)c2cc(C#CCc3ccccc3)cnc2O[C@@H]1CN(C)C(=O)C1CCOCC1,-0.1
O=C(N[C@H]1CC[C@H](CCn2cc(C3(O)CCCC3)nn2)O[C@H]1CO)C1CCCC1,1.3
C[C@H](CO)N1C[C@H](C)[C@H](CN(C)S(=O)(=O)c2ccccc2)Oc2ccc(NC(=O)Nc3ccc(C(F)(F)F)cc3)cc2CC1=O,-12
CC(=O)N1C[C@H]2[C@@H](c3ccccc31)[C@@H](CO)N2C(=O)CC1CC1,0.9
O=C(C[C@H]1C[C@@H]2c3cc(NS(=O)(=O)c4ccc(F)cc4)ccc3O[C@@H]2[C@H](CO)O1)NCc1cc(F)ccc1F,-1.6
C[C@H]1CN([C@@H](C)CO)C(=O)c2cccc(NS(=O)(=O)c3cccs3)c2O[C@H]1CN(C)Cc1ccc(Oc2ccccc2)cc1,-0.1
C[C@@H]1CN([C@H](C)CO)C(=O)c2cc(NS(=O)(=O)c3ccccc3)ccc2O[C@@H]1CN(C)Cc1ccc(-c2ccccc2)cc1,0.9
CN(C)CC(=O)Nc1ccc2c(c1)[C@@H]1C[C@H](CC(=O)NCCc3ccccc3)O[C@H](CO)[C@@H]1O2,0.6
COc1ccc2c3c([nH]c2c1)[C@H](CO)N(C(=O)NC(C)C)CC31CCN(C(=O)C2CCCCC2)CC1,-0.1
C/C=C/c1ccc([C@H]2[C@@H](CO)N(Cc3cncnc3)C23CN(C(=O)COC)C3)cc1,-0.1
CC(=O)NC[C@H]1[C@H](c2ccccc2)[C@@H](CO)N1C(=O)Cc1cccnc1,-0.3
CNC(=O)C[C@H]1CC[C@H]2[C@@H](COC[C@H](O)CN2C(=O)Nc2cccc(OC)c2)O1,-0.6
C[C@@H]1CN([C@@H](C)CO)C(=O)c2cc(NC(=O)Nc3cccc4ccccc34)ccc2O[C@@H](C)CCCCO[C@H]1CN(C)C(=O)Cc1ccccc1,0.2
C[C@@H]1CN([C@@H](C)CO)C(=O)c2cc(NC(=O)Nc3ccc4c(c3)OCO4)ccc2O[C@@H]1CN(C)Cc1ccc(C(F)(F)F)cc1,0.4
C[C@@H]1CN([C@@H](C)CO)C(=O)c2cc(NC(=O)Cc3ccccc3)ccc2O[C@@H]1CN(C)CC1CCCCC1,0.0
COCC#Cc1ccc2c(c1)O[C@@H](CN(C)C(=O)C1CCOCC1)[C@@H](C)CN([C@@H](C)CO)S2(=O)=O,-10
